# POLH inh = inhibitors of human DNA polymerase eta; recombinant Pol eta, fluorescent DNA replication assay; actives 1.2% (n = 390,000); Q9Y253; AID 588591; Potency, µM (doses to about 114 µM), without a hit: at the top dose activity change, negative = inhibition, usual class: inhibitors; further: potency means the concentration at half of the fitted maximal effect; on the % scale 0 is the no-effect control and ±100 the full control effect
# Target sequence (Q9Y253 whole entry, looked up): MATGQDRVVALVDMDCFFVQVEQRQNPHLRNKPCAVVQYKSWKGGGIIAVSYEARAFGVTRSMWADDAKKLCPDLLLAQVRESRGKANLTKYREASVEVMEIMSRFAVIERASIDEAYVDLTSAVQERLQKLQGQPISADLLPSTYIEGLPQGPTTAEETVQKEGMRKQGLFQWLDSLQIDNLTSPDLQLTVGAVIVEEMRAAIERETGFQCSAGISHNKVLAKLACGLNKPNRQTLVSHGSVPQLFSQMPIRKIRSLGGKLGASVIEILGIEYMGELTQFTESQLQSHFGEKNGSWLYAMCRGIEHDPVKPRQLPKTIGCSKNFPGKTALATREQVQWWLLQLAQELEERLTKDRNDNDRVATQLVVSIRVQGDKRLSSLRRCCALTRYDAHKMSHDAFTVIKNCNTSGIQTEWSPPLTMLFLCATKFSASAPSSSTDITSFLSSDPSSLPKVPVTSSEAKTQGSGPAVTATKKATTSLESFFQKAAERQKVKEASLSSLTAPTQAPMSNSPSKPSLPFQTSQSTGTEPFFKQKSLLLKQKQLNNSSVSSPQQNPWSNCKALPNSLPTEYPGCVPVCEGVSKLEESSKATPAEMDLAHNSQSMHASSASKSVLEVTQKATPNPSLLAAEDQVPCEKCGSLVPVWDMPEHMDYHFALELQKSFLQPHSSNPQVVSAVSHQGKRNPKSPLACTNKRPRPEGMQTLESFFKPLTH
#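 Fluorescent replication assay: 50 nM final substrate added after a 15 min room-temperature compound preincubation with 10 nM enzyme. Signal taken at 0 min and again at 10 min.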
# Glioma ERSR ind = inducers of ER stress response in human glioma cells; actives 0.02% (n = 420,000); U87-MG GRP78 promoter luciferase reporter, 16 h; Potency, µM, for the others: at the highest dose activation, most hits filed as activators; further: potency means the concentration at half of the fitted maximal effect; series mostly up to about 76 µM; % of control where 0% means no effect; nearly all actives have a fitted effect of over 35% in size
#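 ERSR induction read as luciferase luminescence (Bright-Glo, 10 min at room temperature) in stably transfected human U87-MG glioma cells exposed to compounds for 16 h, using GRP78 as sensor.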
# Pol beta inh = inhibitors of human DNA polymerase beta | P06746 | Pol beta primer extension/strand displacement, fluorescence kinetic | Potency, µM (series often up to 114 µM), without a hit: at the highest dose activity change, negative = inhibition, hits mostly inhibitors | actives 1.3% (n = 340,000); further: potency means the concentration at half of the fitted maximal effect; on the % scale 0 is the no-effect control and ±100 the full control effect
#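 Enzyme-only controls used 10 nM Pol beta; buffer lacking enzyme served as negative control. Compound preincubated 15 min, then 50 nM substrate added; 0 and 10 min reads at room temperature.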
# Anesthetic bind = candidate novel general anesthetic via apoferritin binding; apoferritin/1-aminoanthracene competitive binding, fluorescence; Potency, µM (series often up to 77.5 µM), for inactives: at the highest dose activity change, negative = displacement, actives largely listed as inhibitors; actives 0.074% (n = 350,000); further: potency means the concentration at half of the fitted maximal effect; on the % scale 0 is the no-effect control and ±100 the full control effect; nearly all actives have a fitted effect of over 20% in size
# Target sequence (P02791 2-175 limits assumed): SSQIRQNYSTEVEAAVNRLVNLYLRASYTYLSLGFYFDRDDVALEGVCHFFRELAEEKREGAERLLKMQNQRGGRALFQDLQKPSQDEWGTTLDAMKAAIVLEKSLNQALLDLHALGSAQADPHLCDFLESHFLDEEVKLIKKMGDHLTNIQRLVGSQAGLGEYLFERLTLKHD
#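 10 uM apoferritin + 50% sat. 1-AMA, PBS; cpd 10 min RT; Ex380/Em535 endpoint; normalized to free probe vs complex; 4-param Hill fit; propofol titration as pos. ctrl.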
# POLK inh = inhibitors of human DNA polymerase kappa. Q9UBT6. purified Pol kappa, fluorescent DNA synthesis assay, 10 min. Potency, µM (titrated, usually from 107 µM), for inactives: at the highest dose activity, negative = inhibition, most hits filed as inhibitors. actives 0.53% (n = 400,000). AID 588579; further: potency means the concentration at half of the fitted maximal effect; on the % scale 0 is the no-effect control and ±100 the full control effect
#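 Kinetic fluorescence readout at 0 and 10 min followed reaction start with substrate at 50 nM final. Beforehand, enzyme (10 nM Pol kappa) stood 15 min with compound at room temperature; buffer-only wells were negative controls.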
# POLI inh = inhibitors of human DNA polymerase iota; Q9UNA4; Pol iota fluorescent replication assay, 10 min; Potency, µM (titrated, usually from 115 µM), inactives show top-dose activity, negative = inhibition, most hits filed as inhibitors; actives 1% (n = 390,000); further: potency means the concentration at half of the fitted maximal effect
#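 Fluorescent replication assay read twice, at 0 min and 10 min after adding 50 nM (final) substrate. Enzyme (10 nM) and compounds were first incubated 15 min at room temperature; enzyme-free buffer wells were negative controls.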
# LDHA block = inhibitors of human lactate dehydrogenase A. actives 0.15% (n = 480,000). purified LDHA, NADH/diaphorase-resazurin fluorescence; active compounds read low. activity change, % (values are at about 110 or 230 µM). AID 1347041. P00338; in the data active means activity change below about -30%; inconclusive means mostly about -25% to -30%;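 further: plate controls were DMSO wells for no effect and wells without enzyme for full effect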
#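 Human LDH5 (2 nM) was incubated with 0.06 mM NADH and 0.2 mM pyruvate for 5 min at room temperature in Tris pH 7.4. Remaining NADH was coupled through diaphorase/resazurin, and resorufin fluorescence was read at 0 and 20 min.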
# BLM helicase inh = inhibitors of human Bloom syndrome helicase BLM. Potency, µM (series often up to 56.1 µM), for inactives: at the highest dose activity change, negative = inhibition, actives largely listed as inhibitors. recombinant BLM DNA unwinding, fluorescence dequenching. P54132. actives 0.2% (n = 350,000);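 further: potency means the concentration at half of the fitted maximal effect; plate controls were vehicle for no effect and no enzyme for full effect; nearly all actives have a fitted effect of over 35% in size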
# APE1 inh = APE1 (human) endonuclease inhibition; P27695; recombinant APE1, TAMRA/BHQ-2 abasic DNA cleavage fluorescence; actives 0.35% (n = 350,000); Potency, µM (top dose mostly 65.8 µM), without a hit: top-dose activity change, negative = inhibition, hits mostly inhibitors; AID 2517;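 further: potency means the concentration at half of the fitted maximal effect; plate controls were vehicle for no effect and reference inhibitor for full effect; nearly all actives have a fitted effect of over 55% in size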
#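 Readout is kinetic fluorescence (ex 525, em 598 nm) from cleavage of 50 nM TAMRA/BHQ-2 THF abasic duplex by 0.75 nM APE1, compound added 15 min beforehand at RT.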
# * = called active by the depositor; ? = inconclusive; . = not tested or not shown; & = joins results of further samples; [ ] = another dose, or the depositor's remark. Unless noted, the call rests on the fitted dose curve; in most records, active means well fitted curve in the direction sought with a large enough effect; inconclusive means small, poorly fitted or top-dose-only effect, or another doubt; inactive means no such curve, though single readings can be large; an effect the other way counts as inactive or inconclusive.
(1) CCN(CCn1cccn1)C(=O)CC1C(=O)NCCN1Cc1ccc(F)c(F)c1 (stereo unspecified)
(2) CCNc1cc(N2CCN(S(=O)(=O)c3ccc4c(c3)CCCC4)CC2)ccc1[N+](=O)[O-]
(3) CC(NC(=O)CSc1nnc(CC(=O)Nc2ccc(Cl)c(Cl)c2)n1C)c1ccccc1 (stereo unspecified)
(4) CCC(=O)Nc1ccc2nc(C)n(Cc3ccccc3Cl)c(=O)c2c1
(5) CCOc1cc(/C=N/OC(C)=O)ccc1OCc1ccccc1
(6) Cc1ccc(-n2c(-c3ccccc3)n[nH]c2=S)cc1
(7) O=C(NCc1ccc2c(c1)OCO2)c1ccc(CN2CCOCC2)cc1
(8) NC(=S)Nc1ccc(F)cc1F
(9) O=C(COc1cnc2ccccc2n1)NCCC1=CCCCC1
(10) CCOC(=O)NNc1ccc2nonc2c1[N+](=O)[O-]

screen / no.	1	2	3	4	5	6	7	8	9	10
POLH inh	-11.6%	-15.6%	4.7%	-9.5%	-17.9%	-19.2%	-9.9%	-15.0%	1.9%	10µM*
Glioma ERSR ind	-3.0%	-1.4%	-1.1%	-4.2%	-1.0%	-6.0%	-1.0%	-1.1%	-0.4%	-4.7%
Pol beta inh	?	40.3%	-11.8%	-4.5%	-7.6%	9.4%	-15.2%	0.2%	20.7%	44.7µM*
Anesthetic bind	-2.9%	-9.0%	?	-1.9%	-13.7%	-2.5%	-15.3%	19.3%	-15.1%	-17.2%
POLK inh	-10.4%	1.3%	-2.1%	-15.9%	-3.3%	-3.8%	-3.3%	-2.6%	0.0%	?
POLI inh	161.7%[activator]	-17.2%	?	2.9%	85.0%[activator]	?	0.1%[58.9 µM]	-10.8%[58.9 µM]	1.9%	10µM*
LDHA block	0.1	-2.8	-22.1	-6.9	0.3	-10.7	-9.7	-0.7	-6.8	6.8
BLM helicase inh	-0.8%	-8.0%	2.2%	-0.1%	-3.8%	0.3%	-1.0%	0.1%	0.3%	-26.4%
APE1 inh	0.5%	0.8%	5.2%	4.6%	-3.8%	-5.7%	2.5%	-1.5%	-4.3%	?

# Structural class: the compounds so far containing a Cl atom (2)
(3) CC(NC(=O)CSc1nnc(CC(=O)Nc2ccc(Cl)c(Cl)c2)n1C)c1ccccc1 (stereo unspecified)
(4) CCC(=O)Nc1ccc2nc(C)n(Cc3ccccc3Cl)c(=O)c2c1

screen / no.	3	4
POLH inh	4.7%	-9.5%
Glioma ERSR ind	-1.1%	-4.2%
Pol beta inh	-11.8%	-4.5%
Anesthetic bind	?	-1.9%
POLK inh	-2.1%	-15.9%
POLI inh	?	2.9%
LDHA block	-22.1	-6.9
BLM helicase inh	2.2%	-0.1%
APE1 inh	5.2%	4.6%

# (continued)
(11) Cc1cc(C)c2[nH]c(=O)c(C(c3nnnn3C(C)(C)C)N3CCN(C(=O)c4ccco4)CC3)cc2c1 (stereo unspecified)
(12) CC1CCCCN1C(=O)CCS(=O)(=O)c1cc2c(cc1Cl)NC(=O)CO2 (stereo unspecified)
(13) CC(C)c1ccc(NC(=S)NN2CCN(C)CC2)cc1
(14) COCCn1c(C)cc(C(=O)COC(=O)c2ccc[nH]c2=O)c1C
(15) COc1cccc(C(=O)Cn2c(=O)n(CCC(=O)NCC3CCCO3)c(=O)c3cc(OC)c(OC)cc32)c1 (stereo unspecified)
(16) CN(C)Cc1ccccc1-c1ccc2ncnc(N3CCOCC3)c2c1
(17) O=C(NC(Cc1ccccc1)C(=O)N1CCN(c2ccccc2O)CC1)c1ccccc1 (stereo unspecified)
(18) Cc1cc(-c2ccc(C(=O)O)s2)cnc1N
(19) Cc1cccc(NC(=O)c2sc3cccc(Cl)c3c2Cl)c1
(20) COc1ccc(CC(=O)NCC(c2ccc(OC)cc2)N(C)C)cc1 (stereo unspecified)

screen / no.	11	12	13	14	15	16	17	18	19	20
POLH inh	5.8%	-16.7%&-6.7%	2.1%	-7.2%	-16.6%	.	-11.3%	-17.0%	14.3%	-0.8%
Glioma ERSR ind	-7.7%	-3.8%&-1.3%	-0.3%	-7.7%	-2.6%	4.8%	-3.7%	0.0%	1.5%	1.4%
Pol beta inh	40.8%	34.0%&2.3%	0.3%	25.9%	-1.8%	.	.	?	15.7%	38.5%
Anesthetic bind	-14.2%	-13.7%&-2.1%	-15.2%	-1.2%	-11.5%	-10.5%	.	-17.3%	-20.9%	-3.8%
POLK inh	-4.1%	-15.2%&-0.5%	0.0%	-17.1%	3.2%	-1.5%[60.1 µM]	-2.1%	-0.4%	4.1%	10.0%
POLI inh	8.4%	-16.3%&-0.3%	?	17.4%	5.3%	.	30.8%[activator]	12.3%	-15.3%	32.1%[activator]
LDHA block	-1.0	-10.1&-3.5	-0.7	-5.1	-0.7	.	2.9	-11.2	-2.6	2.7
BLM helicase inh	-5.5%	-9.4%&-8.1%	-0.4%	-0.4%	-2.3%	-3.9%	.	1.3%	-5.2%	4.6%
APE1 inh	4.6%	-1.1%	10.4%	0.1%	-7.3%	1.0%	11.2%	-12.9%	.	?

(21) CCOC(=O)c1cnn2c(C(F)(F)F)cc(-c3ccco3)nc12
(22) Cc1c(CN(C)CCc2ccccc2)c(=O)n(-c2ccccc2)n1C
(23) O=C(c1ccc(CS(=O)(=O)c2ccccc2)o1)N1CCN(c2ncccn2)CC1
(24) C[C@H](CCC(=O)NCC(=O)O)C1CC[C@H]2C3CC[C@@H]4C[C@H](O)CC[C@]4(C)C3C[C@H](O)[C@]12C (stereo partly specified)
(25) C=CCc1ccc(OCCOCCNCCOC)c(OC)c1
(26) CCS(=O)(=O)c1ccc2oc(Nc3ccc(C(C)C)cc3)nc2c1
(27) CC1CCN(S(=O)(=O)c2ccc3c(c2)N(CC(=O)N(C)Cc2ccco2)C(=O)CO3)CC1
(28) Cn1cc(C(=O)N2CCCCCC2)c(=O)c2cc(S(=O)(=O)N3CCCCC3)ccc21
(29) CC(C)(C)C(=O)NC1(C(F)(F)F)NC(=O)N(c2ccc(F)cc2)C1=O (stereo unspecified)
(30) Cc1cc2c(c(=O)o1)C(c1ccc([N+](=O)[O-])o1)C(C#N)=C(N)O2 (stereo unspecified)

screen / no.	21	22	23	24	25	26	27	28	29	30
POLH inh	-1.9%	1.5%	6.6%	.	3.1%	-13.5%	-5.9%	0.9%	-6.6%&-0.2%	-3.5%
Glioma ERSR ind	-2.8%	-5.8%	0.8%	-0.6%	-2.3%	-1.5%	-3.8%	-4.6%	2.3%&-1.7%	-1.2%
Pol beta inh	10.2%	5.8%	-0.2%	.	1.2%	0.9%	18.5%	30.1%	0.0%&9.6%	?
Anesthetic bind	370.4%[activator]	-4.7%	-9.6%	-12.0%	-11.3%	-14.7%	-5.4%	-6.2%	-3.4%&3.5%	-1.3%
POLK inh	-8.0%	-3.9%	-11.2%	5.3%[19.4 µM]	-0.5%	-3.9%	4.6%	-8.6%	-12.0%&-0.7%	79.4µM*
POLI inh	21.0%	0.4%	-0.4%	.	21.3%	-3.7%	29.5%	-13.5%	74.2%&-10.1%[activator]	20µM*
LDHA block	-5.7	-16.9	-6.9	.	1.4	-0.4	-0.9	-7.2	-1.3&-9.2	13.0
BLM helicase inh	-4.2%	-4.8%	-1.0%	.	-5.5%	-5.5%	0.3%	0.5%	-0.4%&-0.5%	-1.1%
APE1 inh	24.8%	1.5%	-2.3%	3.7%	-1.3%	5.3%	78.1%[activator]	-20.6%	?	8.91µM*

(31) CSc1nnc(-c2ccc(C(F)(F)F)cn2)o1
(32) Brc1ccc(Cn2c(-c3cncs3)nc3ccccc32)cc1
(33) COc1ccc(OCC2CCCN(Cc3nc(CC4CC4)no3)C2)cc1 (stereo unspecified)
(34) CC1CC(C)CN(C(=O)c2cn(C)c3ccc(S(=O)(=O)N(C)C)cc3c2=O)C1 (stereo unspecified)
(35) COc1ccccc1NC(=O)C1=C(C)Nc2nc(SCc3ccccc3F)nn2C1c1ccncc1 (stereo unspecified)
(36) CC(C)C(NC(=O)C1CC(=O)N(Cc2ccccc2)C1)c1nc2ccccc2[nH]1 (stereo unspecified)
(37) COCCCNC(=O)c1ccc(Cn2c(=O)c3ccccc3n(CC(=O)Nc3c(C)cccc3C)c2=O)cc1
(38) COc1ccc2cc(C(=O)NCc3ccco3)c(=Nc3ccc(C(=O)O)cc3)oc2c1
(39) COc1ccc(C2/C(=C(/O)c3ccc4c(c3)CC(C)O4)C(=O)C(=O)N2CCN2CCOCC2)cc1 (stereo unspecified)
(40) COc1ccc(N(CC(=O)Nc2ccc(OC)c(OC)c2)S(=O)(=O)c2ccccc2)cc1Cl

screen / no.	31	32	33	34	35	36	37	38	39	40
POLH inh	-16.2%	-0.4%	-7.6%	-17.8%	11.2%	-5.9%	-10.6%	89.1µM*	7.5%	2.3%
Glioma ERSR ind	-1.3%	6.8%	5.3%	-6.3%	-3.3%	-2.5%	-1.1%	0.6%	-4.4%	0.7%
Pol beta inh	7.3%	2.4%	-26.4%	0.3%	-10.7%	.	50.1µM*	20.0%	12.5%	22.9%
Anesthetic bind	-8.5%	-15.1%	-2.5%	-6.9%	-12.4%	.	-7.5%	-4.1%	-17.5%	-13.5%
POLK inh	-1.2%	0.5%	-8.6%	14.0%	-19.3%	-1.8%	-31.8%	-4.7%	-2.7%	-4.9%
POLI inh	168.7%[activator]	8.8%	50.9%[activator]	0.6%	24.2%	65.4%[activator]	89.1µM*	-10.1%	?	5.9%
LDHA block	-1.6	-1.7	-0.6	0.2	-1.9	-3.0	1.0	2.6	1.3	-1.5
BLM helicase inh	-1.2%	-1.2%	-4.0%	3.8%	-16.7%	.	-9.9%	2.6%	-1.2%	-11.0%
APE1 inh	1.3%	-0.5%	-3.5%	2.5%	.	7.5%	.	-5.6%	0.2%	19.9%

# From PubChem

# An excerpt, so the mix of outcomes need not match the whole.
